Screening data: PubChem BioAssay, National Center for Advancing Translational Sciences (NCATS)
Vif-APOBEC3G blk: qHTS for Inhibitors of Vif-A3G Interactions: qHTS | DNA dC->dU-editing enzyme APOBEC-3G (Homo sapiens), Q9HC16 | HeLa A3G-eYFP + Vif (tagged APOBEC3G with the HIV-1 protein that degrades it), YFP fluorescence, overnight | Potency, µM (highest dose often 46.1 µM), without a hit: at the top dose activity, negative = active, actives largely listed as inhibitors | 410,000 compounds, 0.076% hits;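 also: % is scaled to controls: 0 for no effect and ±100 for the full control effect; nearly all actives have a fitted effect of over 60% in size; hits raise eYFP signal because A3G escapes Vif-driven loss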
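HeLa cells stably expressing Vif and C-terminally eYFP-tagged A3G, seeded overnight at 37 deg C, then exposed to compound by pintool overnight at 37 deg C. Rise in yellow fluorescence (Ex 488/Em 500-530, Acumen) marks blocked Vif-driven A3G degradation.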
RGS4 inhibitor: Inhibitors of Regulator of G Protein Signaling (RGS) 4: qHTS; Regulator of G-protein signaling 4 (Homo sapiens), P49798; Transcreener GDP fluorescence polarization, RGS4-accelerated GTP hydrolysis; Potency, µM (titrated, usually from 114 µM), inactives show top-dose activity change, negative = inhibition, usual class: inhibitors; 390,000 compounds, 0.039% hits; AID 504845, 2011; also: % is scaled to controls: 0 for no effect and ±100 for the full control effect; nearly all actives have a fitted effect of over 75% in size; some results filed as inactive show a strong effect at the top dose
Target sequence (P49798 whole entry, looked up): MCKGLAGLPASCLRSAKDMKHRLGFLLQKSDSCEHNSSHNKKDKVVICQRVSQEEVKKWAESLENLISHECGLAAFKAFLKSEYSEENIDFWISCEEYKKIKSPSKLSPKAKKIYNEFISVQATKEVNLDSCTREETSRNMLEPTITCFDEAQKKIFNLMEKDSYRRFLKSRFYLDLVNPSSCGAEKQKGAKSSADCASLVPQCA
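MLSMR compounds (23 nl, pin-transferred) preincubated 10 min at room temperature with a 500nM (2x) first reagent, then RGS4 at 900nM (2x) plus Transcreener GDP mix added; fluorescence polarization (620/688 nm) read before and after 90 min at 30 °C.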
TrxR1 inh: qHTS Assay for Inhibitors of Mammalian Selenoprotein Thioredoxin Reductase 1 (TrxR1): qHTS. recombinant rTrxR1, NADPH fluorescence consumption, selenite substrate. Potency, µM (highest dose often 114 µM), for the others: at the top dose activity change, negative = inhibition, actives largely listed as inhibitors. 390,000 compounds, 1% hits; also: % is scaled to controls: 0 for no effect and ±100 for the full control effect; nearly all actives have a fitted effect of over 65% in size
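Rat TrxR1 (90 nM in the dispensed reagent) was pre-reduced with 400 uM NADPH for 5 min at room temperature, then incubated with compound for 15 min. After 400 uM selenite was added, NADPH fluorescence (Ex 340/Em 450 nm) was followed for 8 min.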
TrxR1 substrate: qHTS Assay for Substrates of Mammalian Selenoprotein Thioredoxin Reductase 1 (TrxR1): qHTS | purified TrxR1 substrate turnover, NADPH consumption readout | Potency, µM (top dose mostly 114 µM), for inactives: at the highest dose activity change, negative = substrate turnover | 390,000 compounds, 0.01% hits; also: % is scaled to controls: 0 for no effect and ±100 for the full control effect; nearly all actives have a fitted effect of over 50% in size
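Rat TrxR1, dispensed at 90 nM, was prereduced with 400 uM NADPH (final) for 5 min at ~22 deg C, then incubated with compound 15 min before 400 uM selenite. A first-read NADPH fluorescence drop versus no-compound background flagged substrates.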
12-LOX inh: Primary qHTS assay for inhibitors of human arachidonate 12S-lipoxygenase (ALOX12): Round 2 | 580,000 compounds, 1.1% hits | Polyunsaturated fatty acid lipoxygenase ALOX12 (Homo sapiens), P18054 | AID 1671190, 2021 | purified 12hLO, xylenol orange hydroperoxide absorbance | Potency, µM (titrated, usually from 108 µM), for the others: at the highest dose activity change, negative = inhibition, actives largely listed as inhibitors; also: % is scaled to controls: 0 for no effect and ±100 for the full control effect
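Purified human 12hLO (150 nM final) in 25 mM Hepes, 0.01% Triton X-100, pH 7.0 was preincubated 15 min at room temperature with compound. Then 40 uM arachidonic acid was added, 30 min. Hydroperoxide was read by Fe-XO absorbance ratio 573/405 nm.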
USP1-UAF1 inh: Inhibitors of USP1/UAF1: Primary Screen; AID 743255, 2014; recombinant USP1/UAF1, Ub-Rhodamine cleavage fluorescence; 390,000 compounds, 0.23% hits; Potency, µM (top dose mostly 57.1 µM), for inactives: top-dose activity change, negative = inhibition, actives largely listed as inhibitors; also: % is scaled to controls: 0 for no effect and ±100 for the full control effect; nearly all actives have a fitted effect of over 60% in size; inactives centre near -12
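High-throughput fluorogenic screen: 1nM USP1/UAF1 complex, Ub-Rho substrate 150nM final, 50mM HEPES pH 7.8 with 0.5mM EDTA, 0.1 mg/ml BSA, 1mM TCEP and 0.01% Tween-20.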
IDH1 R132H inh: qHTS for Inhibitors of mutant isocitrate dehydrogenase 1 (IDH1): qHTS. Isocitrate dehydrogenase [NADP] cytoplasmic (Homo sapiens), O75874. IDH1-R132H enzyme, NADPH consumption, diaphorase/resazurin fluorescence. Potency, µM (top dose mostly 76.6 µM), for inactives: at the highest dose activity change, negative = inhibition, hits mostly inhibitors. 390,000 compounds, 0.093% hits. AID 602179, 2012; also: % is scaled to controls: 0 for no effect and ±100 for the full control effect; nearly all actives have a fitted effect of over 65% in size
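IDH1-R132H (0.5 ug/mL) preincubated 30 min with compound, then NADPH (0.016 mM) and alpha-KG (2 mM) added; 80 min at RT, pH 7.5. Remaining NADPH coupled via diaphorase/resazurin to fluorescence (540/590 nm); concentration-response curves normalized to no-enzyme control.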
RXFP1 ag: qHTS Assay for Agonists of the Relaxin Receptor RXFP1; Relaxin receptor 1 (Homo sapiens), Q9HBX9; 370,000 compounds, 0.3% hits; HEK293T-RXFP1 cAMP TR-FRET, 30 min; response scale: percent of porcine relaxin response, buffer zero; Potency, µM (series often up to 57.5 µM), inactives show top-dose activation, most hits filed as activators; AID 2676, 2010; also: % is scaled to controls: 0 for no effect and ±100 for the full control effect; nearly all actives have a fitted effect of over 60% in size; many of its hits are not listed in these tables
Target sequence (Q9HBX9 whole entry, looked up): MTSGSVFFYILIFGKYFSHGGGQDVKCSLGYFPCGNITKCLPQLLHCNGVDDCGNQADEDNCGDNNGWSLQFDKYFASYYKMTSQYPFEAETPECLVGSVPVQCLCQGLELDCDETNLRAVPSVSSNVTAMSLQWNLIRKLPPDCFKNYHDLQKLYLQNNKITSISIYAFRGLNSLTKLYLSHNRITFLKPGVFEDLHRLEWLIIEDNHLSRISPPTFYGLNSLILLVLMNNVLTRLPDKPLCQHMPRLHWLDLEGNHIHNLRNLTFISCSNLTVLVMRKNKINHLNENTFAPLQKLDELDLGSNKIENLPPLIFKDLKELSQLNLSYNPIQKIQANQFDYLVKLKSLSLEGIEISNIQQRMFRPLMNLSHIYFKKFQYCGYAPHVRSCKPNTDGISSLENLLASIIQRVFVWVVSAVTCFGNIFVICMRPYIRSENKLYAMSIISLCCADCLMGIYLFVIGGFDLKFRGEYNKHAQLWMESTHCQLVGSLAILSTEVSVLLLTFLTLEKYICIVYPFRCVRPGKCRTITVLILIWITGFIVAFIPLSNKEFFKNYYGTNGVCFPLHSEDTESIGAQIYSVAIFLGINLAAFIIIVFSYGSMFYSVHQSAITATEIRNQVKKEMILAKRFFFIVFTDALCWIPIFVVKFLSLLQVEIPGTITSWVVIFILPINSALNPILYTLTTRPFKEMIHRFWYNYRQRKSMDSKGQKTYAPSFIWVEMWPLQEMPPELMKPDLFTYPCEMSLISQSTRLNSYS
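cAMP rise read by TR-FRET after 30 min, 37C compound exposure (up to 58 uM) in RXFP1-transfected HEK293 cells with Ro 20174 present. EC50 from Hill-equation fits, with 29 nM porcine relaxin as 100% and buffer as basal.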
Vif-APOBEC3F blk: qHTS for Inhibitors of Vif-A3F Interactions: qHTS; HeLa A3F-eYFP + Vif (tagged APOBEC3F with the HIV-1 protein that degrades it), YFP fluorescence increase; Potency, µM (series often up to 46.1 µM), without a hit: top-dose activity, negative = active; 390,000 compounds, 0.2% hits; AID 602313, 2012; also: % of control where 0% means no effect; nearly all actives have a fitted effect of over 65% in size
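HeLa cells stably expressing A3F-eYFP plus Vif, plated and incubated overnight at 37 deg C, then exposed to compounds overnight at 37 deg C. Blocked degradation read as raised yellow fluorescence (Ex 488/Em 500-530).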
Starred values were filed as active, the others as inactive; ? = inconclusive; [ ] = another dose, or the depositor's remark. Calls follow the shape of the dose curve; as a rule, active = well fitted curve in the direction sought with a large enough effect; inconclusive = small, poorly fitted or top-dose-only effect, or another doubt; inactive = no such curve, though single readings can be large; an effect the other way counts as inactive or inconclusive. Potency is read from the fitted curve at half-maximal effect. Only part of the results is shown, so the mix of outcomes need not match the whole.

SMILES	Vif-APOBEC3G blk	RGS4 inhibitor	TrxR1 inh	TrxR1 substrate	12-LOX inh	USP1-UAF1 inh	IDH1 R132H inh	RXFP1 ag	Vif-APOBEC3F blk
c1cc(-n2nnc3cnccc32)ccn1	2.5%	37.1%	6.6%	-3.5%	479.5%[activator]	-13.6%	-7.9%	0.0%	-15.6%
CC(C)NC(=O)CSc1nnc(C2CC2)n1-c1ccccc1	0.4%	24.6%	9.6%[57.1 µM]	12.2%[57.1 µM]	88.0%[activator]	-13.9%	-0.1%	1.4%	3.1%
O=[N+]([O-])c1ccc(/C=N\NS(=O)(=O)c2ccc(F)cc2)o1	-0.3%	-11.5%	31.6µM*	-20.2%	-89.3%	-2.0%	9.9%	-0.1%	?
CC(C(=O)NCc1ccccc1F)n1ccc2cc(S(=O)(=O)N3CCCC3)ccc21 (stereo not given)	-6.6%	0.6%	23.8%	4.5%	2.4%	-12.3%	-15.1%	-1.2%	3.3%
Cc1cccc(N=C2NC(=O)CS2)c1	-0.5%	-14.8%	18.0%[57.1 µM]	12.4%[57.1 µM]	12.1%	-16.5%	5.4%	1.4%	2.8%
O=C(N/C(=C/c1cccc([N+](=O)[O-])c1)C(=O)N1CCOCC1)c1ccccc1Br	-3.6%	-42.9%	-10.2%	-12.9%	0.0%	-14.2%	7.3%	4.2%	2.8%
CCCCC(CC)CNC(=O)c1ccc(Cn2c(=O)[nH]c3cc(OC)c(OC)cc3c2=O)cc1 (stereo not given)	-13.1%	24.8%	24.8%[2.29 µM]	2.8%	?	-19.3%	-5.8%	0.8%	-25.8%
Cc1[nH]c2ccccc2c1SCC(=O)N1CCCCC1	0.0%	-4.6%	21.4%	5.7%	0.0%	-11.4%	-1.8%	0.6%	-1.9%
O=C(Cc1ccc([N+](=O)[O-])cc1)N1CCc2ccccc2C1	0.2%	4.8%	16.7%[57.1 µM]	7.1%[57.1 µM]	-10.7%	-6.5%	10.1%	1.9%	5.3%
Fc1ccc(COc2ccc(-c3nnco3)cc2)c(Cl)c1	-16.7%	-5.6%	25.3%	7.1%	-4.2%	-19.1%	0.0%	-1.1%	-13.0%
COc1ccc(NS(=O)(=O)c2c(C)n(C)c(=O)n(C)c2=O)cc1	1.2%	9.4%	11.1%[57.1 µM]	7.7%[57.1 µM]	-2.3%	-25.8%	10.9%	1.7%	0.2%
C/C(=N\OC(=O)c1cccc(C)c1)c1sc(-c2ccccc2)nc1C	-7.8%	17.6%	21.3%	4.1%	0.0%	5.9%	1.3%	3.0%	2.3%
COCCn1c(SC(C)C(=O)NC2CC2)nnc1-c1cccc(C)c1 (stereo not given)	-0.7%	-12.7%	-9.1%	-4.6%	?	-14.6%	10.9%	0.3%	-13.4%
N/N=C(/Cc1nc2ccccc2[nH]1)c1ccc([N+](=O)[O-])cc1	0.9%	-40.6%	11.0%[57.1 µM]	-4.5%	-20.2%	-19.6%	-0.6%	5.1%	11.5%
CCCCCOc1ccc(C2NC(=O)NC2=O)cc1 (stereo not given)	-1.2%	-12.9%	11.3%	4.5%	-1.9%	-9.3%	2.8%	3.0%	3.2%
Cc1ccc(Cc2cn3cc(-c4ccc(F)cc4)nc3s2)cc1	-1.7%	-13.1%	2.7%	0.4%	-4.2%	-22.0%	15.9%	2.5%	4.1%
COc1ccccc1C(=O)Nc1ccc(OCC(=O)N2CC(C)OC(C)C2)cc1 (stereo not given)	-14.8%	1.3%	0.9%	1.1%	-5.9%	-16.6%	-11.4%	2.2%	-4.1%
O=C(COC(=O)c1cc(-c2cccnc2)nc2ccccc12)Nc1ccc(F)cc1F	2.2%	1.1%[11.4 µM]	4.5%	5.7%	-4.7%	-29.4%	0.0%	0.7%	-3.6%
Cc1ccc(S(=O)(=O)Nc2cc(C(F)(F)F)ccc2N2CCOCC2)cc1	-7.4%	-31.5%	-0.8%	-8.2%	-5.4%	-24.6%	4.7%	0.7%	-6.5%
N/C(=N\OC(=O)N1c2ccccc2Sc2ccccc21)c1ccccc1	-12.4%	-2.5%	-4.8%	-9.7%	?	-9.2%	-3.9%	1.8%	-11.3%
Cc1cccc(OCCC(=O)Nc2ccc(Cl)cc2F)c1	-0.6%	-1.9%	11.4%	-10.5%	13.6%	-17.8%	-2.0%	-0.3%	2.7%
CC(C)Oc1ccc(CNC(=S)N/N=C/c2ccc([N+](=O)[O-])cc2)cc1	-1.4%	-17.1%	6.0%	2.4%	-5.6%	-13.0%	0.6%	5.5%	-1.0%
CC(C)(CNC(=O)c1cc2ccccc2o1)N1CCOCC1	-6.5%	-9.6%[11.4 µM]	7.7%[57.1 µM]	6.4%[57.1 µM]	?	-17.2%	1.7%	1.3%	0.0%
CN1CCN(C(=O)C2=C[C@@H](c3ccccc3)C[C@@H](OCc3ccc(CO)cc3)O2)CC1	-1.2%	-0.4%	36.2%[2.29 µM]	20.2%[2.29 µM]	7.8%	-31.0%	-2.7%[38.3 µM]	-1.0%	-6.6%
COC(=O)c1ccc(=O)n(Cc2ccc3c(c2)OCO3)c1	-1.4%	-31.9%	13.6%	5.2%	422.3%[activator]	-11.7%	3.3%	0.4%	-9.3%
CCOc1ccccc1CN1CCNC(=O)C1CC(=O)N(C)CCC1CCOCC1 (stereo not given)	-6.5%	2.0%[11.4 µM]	-21.8%	7.7%	0.8%	-2.7%	-7.3%	-4.3%	3.3%
O=C(/C=C/Sc1ncn[nH]1)c1ccc(Cl)cc1	?	?	0.447µM*	-5.3%	-24.4%	-23.3%	-4.7%	0.1%	-9.6%
COc1ccccc1NC(=O)c1cc2c(n(-c3ccc(C)cc3)c1=O)CC(C)(C)CC2=O	2.2%	19.4%	7.7%	6.2%	-15.6%	-4.3%	-6.7%	18.8%	-1.1%
CC(NS(=O)(=O)c1ccccc1)C(=O)Nc1ccc(S(N)(=O)=O)cc1 (stereo not given)	-2.4%	-17.3%	12.2%	3.8%	-9.4%	-14.8%	-0.1%	-1.1%	-2.1%
O=S(=O)(c1cc(Br)c(Br)s1)N1CCN(c2ccccc2)CC1	1.3%	6.8%	12.0%[57.1 µM]	-3.4%[57.1 µM]	-15.3%	-3.6%	8.6%	9.6%	-24.6%
Cc1cccc(/C=N/NC(=O)Cn2nc(C)cc2C)n1	-1.1%	0.3%	3.2%	-1.8%	18.5%	-6.5%	0.6%	4.3%	-7.4%
CCCN(CCC)CCCNC(=O)CNC(=O)c1nn(-c2ccc(OC)cc2)c(=O)c2ccccc12	0.9%	-1.9%	-12.0%[57.1 µM]	6.3%[57.1 µM]	-9.8%	-16.6%	-1.6%	3.9%	2.5%
CC(C)n1cc(/C=N/NC(=O)COc2cccc3cccnc23)c2ccccc21	?	?	-9.8%	-4.4%	2.3%	-21.3%	6.8%	2.3%	3.8%
CCN(Cc1ccccc1)C(=O)c1cnn(-c2ccc(F)cc2)c1-n1cccc1	0.4%	3.0%	27.4%	5.9%	-34.4%	-19.8%	-4.6%	-0.6%	-7.0%
CCC(=O)N(CCc1ccccc1C)Cc1cc2cc3c(cc2[nH]c1=O)OCO3	0.0%	-17.1%	17.2%	23.3%	-3.5%	-8.3%	0.8%	3.6%	-8.6%
CCOc1ccccc1NC(=O)Cn1c(=O)n(Cc2ccccc2)c(=O)c2c3c(sc21)CN(C(C)=O)CC3	0.0%	17.4%	22.2%	-4.3%	-18.8%	-12.5%	-3.6%	-0.6%	-2.3%
O=C(O)COc1ccccc1/C=N/NC(=O)Cc1csc(Nc2cccc(C(F)(F)F)c2)n1	0.6%	-34.7%	-12.1%[57.1 µM]	-7.0%[57.1 µM]	-25.1%	-26.2%	-1.7%	-0.1%	1.5%
CCC(C)c1ccc(OCCCCN2CCOCC2)cc1 (stereo not given)	-6.3%	16.6%	3.8%	-5.4%	?	6.1%	4.0%	3.1%	-13.6%
O=C(Nc1c(-c2ccccc2)nc2sccn12)c1ccccc1	0.7%	2.0%	5.2%	-5.2%	0.0%	0.8%	4.5%	-0.4%	-2.0%
O=C(Cc1ccccc1)Nc1cc(-c2nc3cc(Cl)ccc3o2)ccc1Cl	-0.1%	13.6%	8.0%	15.8%[11.4 µM]	-23.1%	-23.7%	-2.3%	6.0%	7.7%
